Screens: PubChem, Broad Institute
esBAF inh: Bmi1 luciferase reporter increase in mESCs, primary screen, esBAF inhibitor project, mouse ES cells, Bmi1 luciferase knock-in, single point. 24 h; 100% = twice the neutral-well signal. reporter increase, % at 12.5 µM. 350,000 tested, 2% active. AID 602393, 2012; in the data active = activation above about 40%;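 note: 0% = median of the plate's neutral control wells and 100% = double that signal; a rise in the Bmi1 reporter signal indicates esBAF inhibition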
RAD54 branch: inhibitors of human RAD54 branch migration, primary screen, biochemical, fluorescence, single point; DNA repair and recombination protein RAD54-like (Homo sapiens), Q92698; RAD54 Holliday junction branch migration, FAM/BHQ fluorescence; inhibition, % at 10.4 µM; 360,000 tested, 0.14% active; AID 602329, 2012;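 active = mean normalized replicate activity at least 40 and at least half of replicates scoring 40 or more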;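 note: 0% = median of neutral control wells and 100% = median of positive control wells; inhibitors cause a drop in the FAM fluorescence signal; in these data hits start at about 50%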
RAD52 inh: RAD52 DNA annealing inhibitors, primary screen, biochemical, FRET, single point, set 2; DNA repair protein RAD52 homolog (Homo sapiens), P43351; recombinant RAD52 DNA annealing, FRET fluorescence; inhibition, % at 18.7 µM; 360,000 tested, 0.46% active;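 active = every replicate showing at least 50% inhibition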
Target sequence (P43351 whole entry, looked up): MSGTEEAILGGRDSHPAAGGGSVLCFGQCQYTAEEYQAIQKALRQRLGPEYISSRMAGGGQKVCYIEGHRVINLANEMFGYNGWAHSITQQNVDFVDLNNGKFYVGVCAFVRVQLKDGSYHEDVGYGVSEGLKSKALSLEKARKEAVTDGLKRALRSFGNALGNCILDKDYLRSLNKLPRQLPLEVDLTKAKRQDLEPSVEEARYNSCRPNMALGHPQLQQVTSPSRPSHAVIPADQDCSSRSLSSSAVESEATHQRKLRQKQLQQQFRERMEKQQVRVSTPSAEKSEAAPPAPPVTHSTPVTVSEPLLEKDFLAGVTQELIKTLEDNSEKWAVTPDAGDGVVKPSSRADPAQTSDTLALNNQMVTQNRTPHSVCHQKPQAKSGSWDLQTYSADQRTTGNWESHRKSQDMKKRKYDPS
FN deposition inh: inhibitors of fibronectin matrix deposition, primary screen, AH1F cells, Alexa488-fibronectin fluorescence, plate reader; AH1F fibroblasts, overnight; inhibition, % at 12.6 µM; 350,000 tested, 0.086% active;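 active = mean inhibition across replicates of 30% or more, regardless of how many single replicates reach that level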;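 note: positive control wells lacked labelled fibronectin entirely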
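material = AH1F fibroblast monolayer depositing Alexa488-labelled fibronectin into matrix | amount = 10000 AH1F cells/well | buffer or medium = DMEM plus 2% serum, read in PBS | incubation = 1 h cell adhesion before compound, then overnight fibronectin incubation | detection = fluorescence at 485 nm excitation, 525 nm emission | evaluation = percent inhibition as loss of matrix-bound fibronectin fluorescence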
S100A4 inh HTS: inhibitors of S100A4-myosin IIA peptide binding, primary screen, biochemical, fluorescence polarization, TAMRA-MyoIIA peptide | Protein S100-A4 (Homo sapiens), P26447 | inhibition, % at 10.7 µM | 360,000 tested, 0.14% active | AID 652163, 2013;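 active = mean inhibition of at least 70% across replicates, with every replicate also reaching that level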
Target sequence (P26447 whole entry, looked up): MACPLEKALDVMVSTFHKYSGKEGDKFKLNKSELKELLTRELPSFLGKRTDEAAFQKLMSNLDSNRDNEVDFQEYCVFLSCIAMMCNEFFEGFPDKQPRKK
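Material: S100A4 monomer protein / Buffer or medium: 50 mM HEPES pH 7.2, 10 mM CaCl2, 100 mM KCl / Times: 5 min incubation before reading / Benchmarks: neutral control DMSO, positive control TFP / Reagent: labelled myosin peptide probe, 5 nM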
E-sel inducer: E-selectin induction in HUVECs, primary screen, imaging, HUVEC, immunofluorescence imaging, single point; P16581; normalized: neutral wells 0, TNF-alpha wells 100; activation, % at 7.58 µM; 260,000 tested, 0.37% active;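 active = mean E-selectin-positive cell signal at least 10% of the positive control, reached in at least 60% of replicates, without over 20% cell loss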;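 note: in these data hits start at about 27%; measured in HUVEC primary endothelial cells; signal is the percent of cells scored E-selectin positive by PE staining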
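System: HUVEC / Compound: single concentration / Signal: immunofluorescence imaging / Read-out: percent E-selectin-positive cells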
EWS-Fli block: EWS/Fli-driven NR0B1 reporter inhibitors, primary screen, A673 cells, NR0B1 luciferase, luminescence, MLPCN library; inhibition, % at 12.6 µM; viability-normalised; AID 651661, 2012; 350,000 tested, 0.67% active;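 active = mean inhibition of at least 50% after viability correction, with every replicate also passing that limit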;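 note: firefly luciferase signal divided by Alamar Blue viability fluorescence both relative to DMSO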
Xi reactivation: activators of inactive X chromosome reactivation, primary screen, imaging, XiGFP fibroblasts, GFP high-content imaging, set 2; XiGFP mouse fibroblasts, % GFP-positive cells imaging, 3 d; cells co-treated with 5-aza-dC sensitizer; scaled so ellipticine positive control = 100%; activation, % at 7.58 µM; 360,000 tested, 0.055% active; AID 743238, 2013;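 active = mean normalized replicate activation at least 10% and every replicate at or above 10%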;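 note: 0% = median of on-plate neutral control wells and 100% = ellipticine 6 µM median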
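System: 68-5-11 XiGFP fibroblast line | Buffer or medium: DMEM containing 5-aza-dC | Compound: Single point | Times: Compounds 3 days, fix/stain 15 min at room temperature | Benchmarks: Positive control ellipticine, 6 µM final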
Starred values were filed as active, the others as inactive; . = not tested or not shown; & = joins results of further samples.

Sample of the layout:
entry	Structure	esBAF inh	RAD54 branch	RAD52 inh	FN deposition inh	S100A4 inh HTS	E-sel inducer	EWS-Fli block	Xi reactivation
1	CS(=O)(=O)Nc1ccc(-c2cnc3cccnn23)cc1	-15	1	-13	12	0	0.2	-33	0.0
2	COc1ccc(C2=CC(=O)C[C@H](c3ccc(Cl)cc3)C2)cn1	0	7	-26	5	-3	-0.1	-1	0.0
3	COc1ccc(CNC(=O)C2(CC3CC(c4ccccc4)=NO3)CCNCC2)cc1 (stereo not given)	0	-2	-17	5	-7	0.1	0	0.0
4	O=C1c2ccccc2C(=O)N1Cc1nc(-c2ccccn2)no1	-7	15	-15	.	1	.	.	.
5	CC(C)c1cccc(C(C)C)c1NC(=O)COc1nncc2ccccc12	.	.	3	-5	-3	.	6	0.0
6	COc1ccc(NC(=O)N(C)C[C@H]2OCCCC[C@H](C)Oc3ccc(NS(=O)(=O)c4ccc(F)cc4)cc3C(=O)N([C@H](C)CO)C[C@@H]2C)cc1	7	-3	4	.	0	0.0	2	0.0
7	COc1ccc(CN(Cc2ccc(C(=O)O)cc2)C(=S)Nc2ccc(C)cc2)cc1OC	8	-1	-13	3	-7	-1.2	-1	0.3
8	O=C(CCCN1C(=O)/C(=C\c2ccco2)SC1=S)Nc1ccc(O)cc1C(=O)O	2	-10	-351	15	-23	.	4	0.0
9	CCN(CC)C(=O)C1=C(C)N(CCCOC)C(=O)C(CC(=O)NCCN2CCOCC2)C1 (stereo not given)	-4	-3	-1	1	1	0.3	-10	0.2

The listing, repeating the preview:
entry	Structure	esBAF inh	RAD54 branch	RAD52 inh	FN deposition inh	S100A4 inh HTS	E-sel inducer	EWS-Fli block	Xi reactivation
1	CS(=O)(=O)Nc1ccc(-c2cnc3cccnn23)cc1	-15	1	-13	12	0	0.2	-33	0.0
2	COc1ccc(C2=CC(=O)C[C@H](c3ccc(Cl)cc3)C2)cn1	0	7	-26	5	-3	-0.1	-1	0.0
3	COc1ccc(CNC(=O)C2(CC3CC(c4ccccc4)=NO3)CCNCC2)cc1 (stereo not given)	0	-2	-17	5	-7	0.1	0	0.0
4	O=C1c2ccccc2C(=O)N1Cc1nc(-c2ccccn2)no1	-7	15	-15	.	1	.	.	.
5	CC(C)c1cccc(C(C)C)c1NC(=O)COc1nncc2ccccc12	.	.	3	-5	-3	.	6	0.0
6	COc1ccc(NC(=O)N(C)C[C@H]2OCCCC[C@H](C)Oc3ccc(NS(=O)(=O)c4ccc(F)cc4)cc3C(=O)N([C@H](C)CO)C[C@@H]2C)cc1	7	-3	4	.	0	0.0	2	0.0
7	COc1ccc(CN(Cc2ccc(C(=O)O)cc2)C(=S)Nc2ccc(C)cc2)cc1OC	8	-1	-13	3	-7	-1.2	-1	0.3
8	O=C(CCCN1C(=O)/C(=C\c2ccco2)SC1=S)Nc1ccc(O)cc1C(=O)O	2	-10	-351	15	-23	.	4	0.0
9	CCN(CC)C(=O)C1=C(C)N(CCCOC)C(=O)C(CC(=O)NCCN2CCOCC2)C1 (stereo not given)	-4	-3	-1	1	1	0.3	-10	0.2
10	CC1CCC(C(C)C)C(OCC[N+](C)(C)C)C1 (stereo not given)	.	0	-6	5	0	.	4	0.2
11	C[C@H](CO)N1C[C@H](C)[C@@H](CN(C)Cc2ccc(C(=O)Nc3ccccc3N)cc2)Oc2ccc(NS(=O)(=O)c3ccc(Cl)cc3)cc2C1=O	-4	1	10	.	6	-0.1	18	-0.1
12	CCCNC(=O)C[C@@H]1C[C@H]2c3cc(NC(=O)Nc4ccccc4F)ccc3O[C@H]2[C@H](CO)O1	6	-12	1	-19	5	0.1	-2	0.0
13	CCCCNC(=S)N(CCN(CC)CC)Cc1cc2cc3c(cc2[nH]c1=O)OCCO3	2	-2	-31	9	3	.	17	6.0
14	Cc1ccc(OCC(O)CN2CCC(Cc3ccccc3)CC2)c(C)c1 (stereo not given)	0	8	9	2	-5	.	20	0.0
15	Cc1ccc(S(=O)(=O)N2CCC(=O)N([C@H](COC(=O)Nc3ccccc3)Cc3ccccc3)CC2)cc1	.	.	-5	-6	-1	-0.2	23	-0.1
16	COc1ccc(C(=O)C2CCN(CC(=O)NCc3ccccc3)CC2)cc1	4	7	-35	5	-10	.	.	-0.1
17	O=C(CSc1cccs1)NCCc1ccccc1	.	.	-5	-6	0	0.0	-14	-0.2
18	CC(C)NC(=O)Nc1ccc2c(c1)CC(=O)N([C@@H](C)CO)C[C@@H](C)[C@@H](CN(C)Cc1ccc(C(=O)O)cc1)O2	-5	12	2	.	-18	21	-3	0.1
19	CCOc1ccc(OCc2ccc(C(=O)NN=Cc3ccc[nH]3)cc2)cc1	14	-8	-7	.	3	1.1	57*	0.0
20	CCC(C)[C@H](NC(=O)N1CCCC1)C(=O)OC (stereo not given in full)	-7	2	-10	.	1	.	1	.
21	CCCNC(=O)N(C)C[C@@H]1Oc2cc(C#C[C@@H](C)O)ccc2S(=O)(=O)N([C@@H](C)CO)C[C@H]1C	0	1	3	-1	-7	-0.2	-5	0.0
22	CN(C)N=Nc1ccc(S(=O)(=O)NC(=O)Cc2ccccc2)cc1	2	7	-11	0	-4	0.1	6	0.1
23	COc1cccc(N2CCN(C(=O)C3CCCN(S(=O)(=O)c4cnc[nH]4)C3)CC2)c1 (stereo not given)	0	-12	-13	-9	13	.	-5	-0.2
24	CC(CN1CCCCCC1)C(=O)NN (stereo not given)	.	.	-5	5	-5	0.0	1	0.1
25	Cc1oc(-c2ccc(Cl)cc2)nc1CS(=O)CC(=O)NCc1ccc2c(c1)OCO2 (stereo not given)	-2	-4	-3	-5	1	0.2	2	0.0
26	C[C@@H]1CN([C@@H](C)CO)C(=O)Cc2cc(NC(=O)c3ccncc3)ccc2O[C@H]1CN(C)C(=O)Nc1ccc2c(c1)OCO2	1	2	19	.	-3	.	8	0.2
27	CC(C)NC(=S)NC(=O)c1ccc(-c2ccccc2)cc1	.	.	-13	-2	-3	1.1	3	-0.4
28	Cc1cc(C(=O)NNC(=O)c2ccc(Cl)cc2Cl)c(C)o1	.	0	-10	10	-4	0.9	-23	0.0
29	CCCNC(=O)N(C)C[C@H]1Oc2ncc(C#CCc3ccccc3)cc2C(=O)N([C@H](C)CO)C[C@H]1C	-2&4	4&0	-11&-4	6	-13&11	-0.2	3&-1	0.0&0.3
30	CC(C)NC(=O)NCC[C@H]1CC[C@@H](NC(=O)CN(C)C)[C@@H](CO)O1	-6	-2	-5	8	42	-0.4	3	0.6
31	CCN(CC)S(=O)(=O)c1ccc(C(=O)C(C#N)c2ccccn2)cc1 (stereo not given)	6	-11	0	.	6	.	-14	.
32	CCOC(=O)C1CCCN(C(=O)CNC(=O)Cn2ccc3ccccc3c2=O)C1 (stereo not given)	-6	8	.	-7	.	1.3	.	.
33	Nc1c(C(=O)NC23CC4CC(CC(C4)C2)C3)sc2nc3c(c(C(F)(F)F)c12)CCC3	8	-6	-2	.	-27	.	.	.
34	CC1(C)Cc2c(C#N)c(NCCN3CCOCC3)nc(-c3ccccc3)c2CO1	.	5	5	-1	3	.	-3	-0.1
35	Cc1cc(C(=O)Nc2cccnc2)on1	-4	5	-11	-4	-3	0.2	3	0.0
36	Cc1cc(C(=O)Nc2cccc3c2O[C@@H](CN(C)C(=O)Nc2ccc4c(c2)OCO4)[C@@H](C)CN([C@H](C)CO)C3=O)n(C)n1	2	-12	9	2	-14	1.8	-2	-0.8
37	O=S(=O)(c1cccc(-c2nnco2)c1)N1CCOCC1	.	.	-15	-3	-5	0.1	1	0.0
38	CC/C(C)=N/Nc1nc(-c2cc3cccc(OC)c3oc2=O)cs1	.	8	-6	9	-2	0.0	-107	0.1
39	Cc1ccc(C)c(N2CCN(C(=S)NC3CCCCC3)CC2)c1	2	-9	-9	-4	-3	.	-14	0.0
40	O=c1c2ccccc2nc(SCc2ccc([N+](=O)[O-])cc2)n1CCCO	.	7	-24	7	-1	.	1	-0.1
41	Cc1ccc(-c2csc3ncnc(SCC(N)=O)c23)cc1	.	.	-11	-2	-6	-0.3	1	0.7
42	O=C(CSC(=S)N1CCCC1)Nc1ncc(Cl)cc1Cl	-2	-5	-14	5	2	0.7	-9	-0.6
43	CCN(C(C)=O)c1nc(CCl)cs1	.	10	-6	-19	3	.	-6	0.2
44	Cc1noc(C)c1NC(=O)N(C)C[C@H]1Oc2ccc(NC(=O)CCN3CCOCC3)cc2C(=O)N([C@H](C)CO)C[C@@H]1C	8&-5	-1&-6	7&-9	1	9&0	-2.9	0&-10	0.3&0.1
45	CC(C)n1c(=S)[nH]c2scc(-c3cccs3)c2c1=O	-6	-4	-31	-14	-5	3.9	19	0.4
46	Cc1cccc(-c2ccc3c(c2)[C@@H]2C[C@H]4[C@@H](CN2CC3)[C@H](C)ON4C)c1	.	.	18	4	-6	0.8	-14	0.1
47	CN(C)CC(=O)N1C[C@@H]2[C@H](c3ccccc31)[C@H](CO)N2Cc1cc(F)ccc1F	-5	5	-39	.	-4	-1.0	8	0.3
48	CC(=O)N1CCC(N(CCN2CCOCC2)C(=S)Nc2ccc(C)cc2)CC1	6	2	-5	2	-1	0.1	-1	0.2
49	O=C1NC(=Nc2ccccc2Br)SC1(CO)CO	2	-13	-16	-4	-14	.	9	0.1
50	COc1ccc(Nc2nc(C)c(C(C)=O)s2)cc1	82*	2	-3	.	-2	.	-107	0.2

Next results:
entry	Structure	esBAF inh	RAD54 branch	RAD52 inh	FN deposition inh	S100A4 inh HTS	E-sel inducer	EWS-Fli block	Xi reactivation
51	CCOc1ccc(C(=O)OCCCN(C)C)cc1	.	-5	.	-3	.	-0.1	.	0.0
52	COc1cc(NC(=O)[C@@H]2O[C@H](CO)[C@@H](O)[C@H]2O)cc(OC)c1OC	9	0	-12	.	0	0.1	-4	0.0
53	COc1ccc(/C=N/NC(=O)c2cccnc2)cc1Cn1nc([N+](=O)[O-])c(Br)c1C	.	.	2	-12	0	.	42	0.1
54	CC1CN(CCOc2ccc(F)cc2)CC(C)O1 (stereo not given)	-6	7	2	-3	4	.	-2	0.2
55	O=C(CCNC(=O)c1ccc(Br)cc1)Nc1nc2ccccc2[nH]1	15	1	-6	-2	-5	-0.1	-21	0.0
56	O=C(CN1CCN(c2ccccn2)CC1)Nc1cccc(S(=O)(=O)N2CCOCC2)c1	9	10	-18	0	-8	.	36	-0.1
